Screening results as filed in PubChem.
Pf apPOL block: Pf-apPOL DNA polymerase inhibition; AID 1794808; inhibition, % at 10 µM; hit rate 0.25% among 210,000; Recombinant Pf-apPOL, molecular beacon fluorescence, 1.5 h
mHTT-CaM PPI inh: inhibitors of human mutant huntingtin-calmodulin interaction; P42858; AlphaScreen His-mHTT/GST-CaM binding, luminescence; inhibition, % at 15 µM; hit rate 3.6% among 190,000;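 also: 0% = both proteins with DMSO and 100% = one protein alone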
* = called active by the depositor; x = no result given; & = joins results of further samples. Rule as the data show it: active = inhibition above about 50%; inactive = the rest. The list is partial; rates above refer to the full screens.

Sequence of screens: Pf apPOL block | mHTT-CaM PPI inh
O=c1oc2cc(OCc3ccc([N+](=O)[O-])cc3)ccc2c2c1CCC2
 : -9 | -3
COc1ccc(C(=O)Sc2nc(C)cc(C)n2)cc1
 : 0 | 98*
Cc1ccc(NC(=O)N2CCn3cccc3C2Cc2ccccc2)cc1 (centres undefined)
 : -4 | 10
CCOc1ccc(NC(=O)c2cc(OC)cc(OC)c2)c([N+](=O)[O-])c1
 : -5 | 7
Cc1cc(C)nc(NS(=O)(=O)c2ccc(NC(=O)c3nccnc3C(=O)O)cc2)n1
 : -1 | x
O=C(c1ccccc1OCC1CCN(C(=O)C2CCCO2)CC1)N1CCCC1 (centres undefined)
 : 5 | 14
O=C1C(=Cc2ccc(C(F)(F)F)cc2)CCC1=Cc1ccc(C(F)(F)F)cc1
 : -10&19 | x
Cc1c(C#N)c2ncnc(-c3ccccc3)c2n1Cc1ccccc1
 : -1 | 4
CCC1CCCCN1S(=O)(=O)c1ccc(C(=O)Nc2nnc(C)o2)cc1 (centres undefined)
 : -14 | 22
S=C(Nc1ccccc1)N(Cc1ccccc1)c1cccc2ccccc12
 : 3 | x
CCOC(=O)c1c(NC(=O)C2CCCCC2)sc2c1CCC2
 : 2 | -6
COCCN(CCOC)Cc1c(O)ccc2c(O)c(-c3ccccc3OC)c(=O)oc12
 : 2 | -5
Cc1ccc(Nc2nc(-c3ccncc3)cs2)cc1
 : 4 | 9
CCCCOc1ccc(C2=N/C(=C\c3ccc(N(C)C)cc3)C(=O)O2)cc1
 : 2 | -26
Cc1cc(C2(c3ccc(O)c(C)c3)OC(=O)c3ccccc32)ccc1O
 : -12 | 27

Profiles, looked up by structure. Order of screens: Pf apPOL block | mHTT-CaM PPI inh
S=C(Nc1ccccc1)N(Cc1ccccc1)c1cccc2ccccc12 across the screens: 3 | x
Cc1ccc(NC(=O)N2CCn3cccc3C2Cc2ccccc2)cc1 (centres undefined) across the screens: -4 | 10
O=C1C(=Cc2ccc(C(F)(F)F)cc2)CCC1=Cc1ccc(C(F)(F)F)cc1 across the screens: -10&19 | x
CCC1CCCCN1S(=O)(=O)c1ccc(C(=O)Nc2nnc(C)o2)cc1 (centres undefined) across the screens: -14 | 22
O=C(c1ccccc1OCC1CCN(C(=O)C2CCCO2)CC1)N1CCCC1 (centres undefined) across the screens: 5 | 14

(list continues)
Sequence of screens: Pf apPOL block | mHTT-CaM PPI inh
C1CCN=C(Nc2nc3c(s2)CCCC3)CC1
 : -8 | 5
CCOC(=O)c1cn(-c2cccc(C)c2)c(=O)c2ccccc12
 : 1 | -14
COc1ccc(C(=O)Nc2ccc(Cl)cc2C)cc1[N+](=O)[O-]
 : 3 | -4
O=C(NCCN1CCCCC1)c1ccc(N2CCNC(c3ccccc3)C2)nc1 (centres undefined)
 : -2 | 8
O=C(c1ccc(F)cc1)N1CCc2nc(-c3ccc(Cl)cc3)ncc2C1
 : -5 | -5
COc1ccc(C=C2Oc3cc(OCC(=O)OCc4ccccc4)ccc3C2=O)c(OC)c1
 : 4 | -29
CCc1ccc(OCC(=O)Nc2nnc(C3CC(=O)N(c4ccc(OC)cc4)C3)o2)cc1 (centres undefined)
 : -4 | 7
COc1ccccc1-c1cc(C(=O)N2CCCC2c2ccccc2C)no1 (centres undefined)
 : -5 | 11
Cc1cc(-c2ccccc2)n(-c2cc(Nc3ccccc3)ncn2)n1
 : -3 | 17
CC1CCCC(NC(=O)CN2C(=O)COc3ccc(Cl)cc32)C1C (centres undefined)
 : -16 | -6
CC(C)(C)c1cc2nc(N)nc(N)n2n1
 : -6 | x
CCOC(=O)c1c(C)oc2ccc(OCC=C(C)C)cc12
 : -6 | -112
CN(C)C(=O)c1cc2c(s1)CCC(C(=O)NCc1cccs1)C2 (centres undefined)
 : -7 | -1
CCCCN(CC)C(=O)c1c[nH]c2ccc(S(=O)(=O)N(C)c3ccc(Cl)cc3)cc2c1=O
 : -12 | 23
O=C(NCC1CCN(c2cc(-c3ccncc3)[nH]n2)CC1)c1ccc(F)c(Cl)c1
 : -7 | 33

Five entries from above, set out differently.
Compound | Pf apPOL block | mHTT-CaM PPI inh
C1CCN=C(Nc2nc3c(s2)CCCC3)CC1 | -8 | 5
CCOC(=O)c1cn(-c2cccc(C)c2)c(=O)c2ccccc12 | 1 | -14
COc1ccc(C(=O)Nc2ccc(Cl)cc2C)cc1[N+](=O)[O-] | 3 | -4
O=C(NCCN1CCCCC1)c1ccc(N2CCNC(c3ccccc3)C2)nc1 (centres undefined) | -2 | 8
O=C(c1ccc(F)cc1)N1CCc2nc(-c3ccc(Cl)cc3)ncc2C1 | -5 | -5

(cont.)
Sequence of screens: Pf apPOL block | mHTT-CaM PPI inh
O=C(CN1CCC(c2nc(-c3ccccc3)no2)CC1)Nc1ccccc1
 : -7 | -3
N#Cc1c(NC(=O)C2CC2)sc2c1CCCCC2
 : -4 | 10&14
Cc1ccccc1NC(=O)N1CCC(c2nc(C(=O)N3CCOCC3)c(C)o2)CC1
 : -12 | -5
COc1ccccc1NC(=O)C(=O)NCc1ccccc1Cl
 : -6 | -2
N#CCOc1nc(-c2ccccc2)cc(-c2ccco2)c1C#N
 : 0 | x
CCc1ccc(NC(=O)c2ccc(F)c(S(=O)(=O)N3CCc4ccccc4C3)c2)cc1
 : -4 | -4
COc1ccc2nc(Nc3nc(CSc4nc5ccccc5s4)cc(=O)[nH]3)nc(C)c2c1
 : 7 | -4
Cc1ccc(N2CC(C(=O)NCc3ccccc3Cl)CC2=O)cc1 (centres undefined)
 : 0 | -11
Cc1ccc(C2C=C(c3cccs3)Nc3ncnn32)cc1 (centres undefined)
 : -4 | 16
Cc1ccc(NS(=O)(=O)c2ccc(F)cc2)cc1C
 : -6 | -11
CCCCNC(=O)Cn1nc(C(F)(F)F)cc1C
 : -12 | 1
O=c1oc2ccccc2cc1-c1cn(-c2ccc(F)cc2)c(=O)[nH]1
 : -4 | -1
Ic1ccc(C2CC(c3cccs3)n3ncnc3N2)cc1 (centres undefined)
 : -8 | 22
O=C(NCc1cccs1)C(=O)NCC1CCN(Cc2ccco2)CC1
 : -8 | -8
Cc1ccccc1CNC(=O)c1ccc2c(c1)N(C)C1CCCCN1C2=O (centres undefined)
 : -9 | 30

The listing continues.
Sequence of screens: Pf apPOL block | mHTT-CaM PPI inh
Cc1cc2c(cc1C)NC(CC(=O)Nc1cccc(C(=O)O)c1)C(=O)N2 (centres undefined)
 : 10&-8&3 | 6&13&12
O=C(NCCc1ccccc1)C1C(c2ccccc2)=C1c1ccccc1
 : -4 | -5
COc1ccc(CNC(=O)N2CCC(c3cc(-c4cccc(C)c4)n[nH]3)CC2)cc1
 : -7 | 29
Cc1cccc(C(=O)Nc2ccc(NC(=O)c3cc4ccccc4o3)cc2)c1
 : 0 | -1
Cc1ccccc1CNC(=O)C1CCCN(c2cnc3nccnc3c2)C1 (centres undefined)
 : 2 | 3
CCCN1C(=O)/C(=C\c2nc3ccccc3c(=O)n2CC)c2ccccc21
 : -2 | 12
O=c1[nH]c(=O)n(-c2ccccc2Cl)c(O)c1C=C1C=CC=N1
 : -1 | 11
CCc1cccc(NC(=O)C2CCCN(C(=O)c3ccc(Cl)cc3)C2)c1 (centres undefined)
 : -1 | 26
Cc1nc2c(C(=O)NC3CCCC3)cnn2c(C)c1Cc1ccc(F)cc1Cl
 : -11 | 10
CC1CCCC(NC(=O)c2n[nH]c(=O)c3ccccc23)C1C (centres undefined)
 : 0 | 9
CN(Cc1ccccc1)S(=O)(=O)c1cc(C(=O)Nc2ccccc2Cl)ccc1F
 : -4 | -20
CC(=O)N1CCc2cc(N3CC(C(=O)Nc4cccc(Cl)c4)CC3=O)ccc21 (centres undefined)
 : -3 | 4
CSc1ccc(NC(=O)N2CC3CC(NS(C)(=O)=O)C2C3)cc1 (centres undefined)
 : -7 | 2
O=C(c1cnccn1)N1CCCC1c1nc(-c2ccc(F)cc2F)no1 (centres undefined)
 : -5 | -1
COc1ccc(C2Nc3ccc(Br)cc3-c3nnc(SC)nc3O2)cc1O (centres undefined)
 : 0 | 7

The listing continues.
Sequence of screens: Pf apPOL block | mHTT-CaM PPI inh
COc1cccc(-c2noc(C3CCCN3C(=O)Nc3ccc(OC)c(F)c3)n2)c1 (centres undefined)
 : 1 | -2
COc1cc(C(=O)N2CCC(CC(=O)NCC3CCCO3)CC2)cc(OC)c1OC (centres undefined)
 : -6 | -7
O=S1(=O)CCOCCCN1Cc1ccc(Cl)cc1
 : -5 | 3
CC1CCCCN1Cc1c(O)ccc2cc(-c3nc4ccccc4n3C)c(=O)oc12 (centres undefined)
 : -1 | -7
Nc1n[nH]c(-c2ccncc2)n1
 : x | 33
O=C1C2C3C=CC(C4CC34)C2C(=O)N1c1ccc([N+](=O)[O-])cc1Br (centres undefined)
 : 10 | 10
CCOC(Cn1c(SCC(=O)N2CCCC2)nc2ccccc2c1=O)OCC
 : 2 | 8
COc1ccc(C(=O)Oc2ccc3c(c2)OC(=Cc2cc(OC)c(OC)c(OC)c2)C3=O)cc1
 : -10 | -3
COc1cc(SC)ccc1C(=O)Nc1cccc(F)c1
 : 0 | -12
CCN(CC)S(=O)(=O)c1ccc(C(=O)Nc2nnc(-c3ccccc3Cl)o2)cc1
 : -29 | 7
O=c1/c(=C/c2ccc(-c3ccccc3[N+](=O)[O-])o2)sc2nc3ccccc3n12
 : 1 | 11
COc1ccc(CNC(=O)CCC2CCCN(c3cc(NC4CC4)ncn3)C2)cc1 (centres undefined)
 : 7 | 13
Cc1nn(-c2cccc(Cl)c2Cl)c(=O)c2ccccc12
 : -2 | -8
Cc1cc(N2C(=O)NC(=O)/C(=C\c3ccc(N4CCOCC4)o3)C2=O)ccc1Br
 : 6 | 13
N#Cc1nc2c(-c3nc4ccccc4s3)c(N)n(Cc3ccco3)c2nc1C#N
 : -4 | 4

The results go on.
Sequence of screens: Pf apPOL block | mHTT-CaM PPI inh
COc1cccc(C2=COC3(CCCN(C(=O)C4CCCCC4)C3)C2)c1 (centres undefined)
 : -6 | 10
Cc1ccc2cc3cc(C(=O)Nc4ccc(C)c(F)c4)oc3nc2c1
 : 0 | -4
Cc1ccc(C2CC(C(F)(F)F)n3ncc(C(=O)NCC4CCCO4)c3N2)cc1 (centres undefined)
 : 0 | 12
Cc1oc2cc(O)ccc2c(=O)c1-c1ccc2c(c1)OCCCO2
 : 1 | 3
O=C(c1ccc(Cl)cc1)N1CCCC2(CC(c3ccc(Cl)cc3)=CO2)C1 (centres undefined)
 : -5 | -12
Cc1cccc(C(=O)Nc2sc3c(c2C(=O)NCC2CCCO2)CCCC3)c1 (centres undefined)
 : -4 | -10
CCOC(=O)N1CCN(C(=O)C2CCN(S(=O)(=O)c3ccc(OC)c(OC)c3)CC2)CC1
 : -7 | 2
COc1ccc(C(=O)Oc2ccc3c(=O)c(-c4ccc(OC)cc4)c(C)oc3c2)cc1
 : -2 | 0
CC(=O)Nc1ccc(N2CCCCC2)c(C(N)=O)c1
 : -6 | 0
CCOC(=O)CN(C)S(=O)(=O)c1ccsc1C(=O)OC
 : -6 | x
CC(C)(C)C(=O)OCC(N)=NOC(=O)c1ccc([N+](=O)[O-])cc1
 : 3&-4 | x
COc1cc(CN2CCN(Cc3cccc(OC)c3OC)CC2)c([N+](=O)[O-])cc1OC
 : 0 | 4
CS(=O)(=O)c1ccccc1C(=O)Nc1nnc(-c2cc(Cl)sc2Cl)o1
 : -12 | -7
O=C1OC(c2cccc(I)c2)=N/C1=C/c1ccc2c(c1)OCO2
 : -2 | 9
Cc1nc(C(C)C)nc2c1CCC(=O)N2CC1CCCO1 (centres undefined)
 : 2 | 2

Further compounds
Sequence of screens: Pf apPOL block | mHTT-CaM PPI inh
Cc1cc(Oc2ncccc2[N+](=O)[O-])c2c(Cl)ccc(C)c2n1
 : -3&-4 | x
CCCOC1(NC(=O)c2ccccc2)C(C)=CC(=O)C=C1C
 : -6&-2 | -8&-3
N#CNC(=NS(=O)(=O)c1ccccc1)c1ccccc1
 : 0 | 0
O=C(COc1ccc([N+](=O)[O-])cc1)N1CCCC1
 : -4 | -2
Cc1nn(-c2ccccc2)c(C)c1N1CCN(S(=O)(=O)c2c(C)noc2C)CC1
 : -29 | 28
Cc1nc(-c2ccccc2)oc1CC(=O)NCCN1CCCCCC1
 : 8 | 100*
CN(C)C(=O)C1CCc2sc(C(=O)N3CCOCC3)cc2C1 (centres undefined)
 : 0 | -2
COc1cccc(NC(=O)NCc2cc(C)oc2C)c1OC
 : 3 | 8
COc1cc(CN2CCN(Cc3ccc(Cl)cc3)CC2)cc(OC)c1O
 : -5 | 0
CN1CCCc2cc(C(=O)NCc3cc(F)cc(F)c3)sc21
 : 4 | -1
CN1C(=O)C2(CCN(C(=O)Cc3ccccc3Cl)C2)c2ccccc21 (centres undefined)
 : 0 | 1
CC1=NN(c2cccc(Cl)c2)C(=O)/C1=C/c1ccc(C)cc1
 : -3 | 26
N=C1S/C(=C\c2ccco2)C(=O)N1c1nccs1
 : -16 | 16
CCN(CC)CCNC(=O)c1cccc(CN2C(=O)C3CCCN3C(=O)c3ccccc32)c1 (centres undefined)
 : -1 | -1
CCN(c1cccc(F)c1)S(=O)(=O)c1ccc2nnc(C)n2c1
 : -2 | -5

Remaining list, next part:
Sequence of screens: Pf apPOL block | mHTT-CaM PPI inh
Cc1ccc(Cl)cc1NC(=O)C1CCn2c(nc3ccccc32)C1 (centres undefined)
 : -5 | -8
CN(CC(=O)N1N=C(c2cccn2C)CC1c1ccccc1)C(=O)C1CCC1 (centres undefined)
 : 0 | 55*
Cc1c(CCC#N)c(=O)n2c([nH]c3ccccc32)c1C#N
 : -4 | -4
CC(=O)c1cccc(NC(=O)c2cc3cc(Br)cc(Br)c3oc2=O)c1
 : -3 | 1
Cc1ccccc1CNc1nc2ccncc2n(Cc2ccccc2)c1=O
 : -2 | -5
Cc1ccc(-c2nccc(C3CCCN(C(=O)c4ccccc4F)C3)n2)cc1 (centres undefined)
 : 0 | -4
COc1ccc(C(=O)N2CCn3c(C)nnc3C2)cc1F
 : 0 | -8
